# Akt phos inh – HTS Assay for Inhibitors of Akt Phophorylation: Primary Screen | Neuro2A IGF-stimulated pAkt S473 HTRF, 20 min; stronger effect = lower value | activity change, % for hits at 50 µM | hit rate 0.32% among 360,000 | AID 651550, 2012; in the data active = activity change below about -80%; inconclusive = mostly about -51% to -80%; note: % is set by controls: 0 for no effect and ±100 for the full control effect
#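 Single-point screen (50 µM final compound) in Neuro2A cells stimulated 20 min with 6 nM IGF at 37 deg C. After lysis, Ser473-phosphorylated Akt read by HTRF (ex 330 nm, em 615/665 nm) as the 665/615 ratio.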
# Abeta yeast res – qHTS for compounds that reverse cellular toxicity of Amyloid beta (A-beta) peptide in yeast: Primary Screen | AID 1347071, 2019 | yeast expressing A-beta42, growth rescue, OD600, 48 h; response scale: 0% DMSO, 100% iron-clioquinol control | Potency, µM (series often up to 46.1 µM), inactives show top-dose growth rescue, usual class: activators | hit rate 0.063% among 410,000; note: potency is the fitted concentration of half-maximal effect; nearly all actives have a fitted effect of over 55% in size
#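 Yeast A-beta toxicity model in growth medium with pinned compounds, 48 h at 30 C; growth read as absorbance at 600 nm. Normalized to FeCl3/clioquinol equimolar mix (positive) and DMSO (negative).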
# FUS yeast rescue – qHTS for Suppressors of FUS Proteinopathy: Primary screen using FUS-linked yeast assay. hit rate 0.24% among 390,000. Potency, µM (highest dose often 76.6 µM), for the others: at the top dose growth rescue (activation), actives largely listed as activators. AID 1347120, 2019. S. cerevisiae FUS-expressing, growth rescue, OD600, 24 h;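 note: potency is the fitted concentration of half-maximal effect; plate controls were DMSO vehicle for no effect and reference control for full effect; nearly all actives have a fitted effect of over 55% in size; some results filed as inactive show a strong effect at the top dose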
#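 Steps: raffinose overnight preculture; dilution to OD 0.005 in 2% galactose minimal medium; compound addition (concentration series); 24hr at 30C, 99% humidity; absorbance read at 600 nm.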
# D3 antag – qHTS of D3 Dopamine Receptor Antagonist: qHTS; D(3) dopamine receptor (Homo sapiens), P35462; D3R cells, DiscoveRx beta-arrestin luminescence, antagonist mode; stronger effect = lower value; max response, negative = inhibition, %; hit rate 2.5% among 360,000; AID 652054, 2013; in the data active = max response below about -50%; inconclusive = no clear call, values can overlap the other calls; note: % is set by controls: 0 for no effect and ±100 for the full control effect; mostly tested at two doses, the higher about 12 µM
# Target sequence (P35462 whole entry, looked up): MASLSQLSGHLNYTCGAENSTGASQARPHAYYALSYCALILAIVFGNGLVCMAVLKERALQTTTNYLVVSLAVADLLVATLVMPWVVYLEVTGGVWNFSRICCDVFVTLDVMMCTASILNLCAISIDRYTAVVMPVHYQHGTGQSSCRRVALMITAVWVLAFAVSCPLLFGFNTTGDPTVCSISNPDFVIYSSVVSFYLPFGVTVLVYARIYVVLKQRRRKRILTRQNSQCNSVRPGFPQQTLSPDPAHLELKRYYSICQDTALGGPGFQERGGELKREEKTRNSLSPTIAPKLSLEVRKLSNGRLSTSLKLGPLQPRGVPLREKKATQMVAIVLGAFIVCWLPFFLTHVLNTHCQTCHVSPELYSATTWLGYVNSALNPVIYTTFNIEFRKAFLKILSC
#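 Cells expressing the human receptor were seeded at 1500 cells/well, incubated overnight at 37 degrees C in 5% CO2, then exposed to library compounds with dopamine controls for 90 minutes at 37 degrees C before luminescent detection.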
# aSyn rescue – qHTS of alpha-syn Inhibitors. Yeast expressing alpha-synuclein, growth rescue, BacTiter-Glo, 24 h. Potency, µM (highest dose often 46.1 µM), for the others: top-dose growth rescue (activation), hits mostly activators. hit rate 0.14% among 370,000; note: potency is the fitted concentration of half-maximal effect; % of control where 0% means no effect; nearly all actives have a fitted effect of over 65% in size
#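 Galactose-induced alpha-syn yeast (OD600=0.02, raffinose-pregrown) + pinned cpd, 24 hr, 30 deg C; growth by BacTiter-Glo luminescence. Growth restoration scores as activation.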
# GLP-1R agonist – qHTS of GLP-1 Receptor Agonists | HEK293 GLP-1R CRE-luciferase, luminescence, 4-6 h; cells express a hypersensitive GLP-1R form | Potency, µM (titrated, usually from 45.6 µM), for inactives: top-dose activation, most hits filed as activators | AID 624172, 2012 | hit rate 0.007% among 380,000; note: potency is the fitted concentration of half-maximal effect; % of control where 0% means no effect
# Target sequence (P43220 whole entry, looked up): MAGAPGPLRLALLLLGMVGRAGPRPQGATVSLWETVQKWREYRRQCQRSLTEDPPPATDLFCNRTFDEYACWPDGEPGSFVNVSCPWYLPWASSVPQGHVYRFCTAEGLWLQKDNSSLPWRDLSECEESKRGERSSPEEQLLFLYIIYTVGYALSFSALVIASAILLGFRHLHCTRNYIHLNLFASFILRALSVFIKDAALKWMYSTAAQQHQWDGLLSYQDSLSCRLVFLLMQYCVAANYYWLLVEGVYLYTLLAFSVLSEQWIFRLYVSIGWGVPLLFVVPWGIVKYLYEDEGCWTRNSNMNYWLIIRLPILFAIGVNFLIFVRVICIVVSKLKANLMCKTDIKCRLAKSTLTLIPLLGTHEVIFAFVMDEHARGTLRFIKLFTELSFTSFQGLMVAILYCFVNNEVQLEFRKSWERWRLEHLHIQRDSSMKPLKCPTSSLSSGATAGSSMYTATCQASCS
# PTHR1 ag – qHTS for PTHR1 Agonists: Primary Screen; Potency, µM (highest dose often 115 µM), for inactives: at the top dose activation, most hits filed as activators; hit rate 0.075% among 410,000; HEK293 GP2 PTHR1 cells, GloSensor cAMP luminescence, 1 h; AID 743266, 2014; note: potency is the fitted concentration of half-maximal effect; nearly all actives have a fitted effect of over 55% in size; some results filed as inactive show a strong effect at the top dose; inactives centre near -15; many of its hits are not listed in these tables
#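 HEK-293-derived GP2 cells expressing PTHR1 and a GloSensor cAMP reporter, 3,000/well, plated overnight, given luciferin plus IBMX (each 0.5 mM as added) for 1 h at 37 °C, then compound for 1 h at 37 °C. Luminescence was read after 15 min at room temperature.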
# TDP-43 yeast inh – qHTS of TDP-43 Inhibitors | TDP-43 expressing yeast growth rescue, BacTiter-Glo, 24 h | Potency, µM (doses to about 46.1 µM), for the others: top-dose growth rescue (activation), usual class: activators | hit rate 1.8% among 410,000 | AID 652104, 2013; note: potency is the fitted concentration of half-maximal effect; % of control where 0% means no effect; nearly all actives have a fitted effect of over 50% in size
#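 In this qHTS, compounds that restore growth of yeast expressing TDP-43 appear as activators. Cells (OD600=0.02, galactose medium, raffinose-pregrown) are incubated with compound 24 hr at 30 deg C and growth is quantified by BacTiter-Glo.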
# GLP1R inv ag – qHTS of GLP-1 Receptor Inverse Agonists (Inhibition Mode) | hit rate 1.6% among 410,000 | HEK293 GLP-1R CRE-luciferase, luminescence, 24 h; GLP-1R form is constitutively active | Potency, µM (top dose mostly 38.3 µM), for the others: at the top dose activity change, negative = inhibition, actives largely listed as inhibitors | Glucagon-like peptide 1 receptor (Homo sapiens), P43220; note: potency is the fitted concentration of half-maximal effect; % is set by controls: 0 for no effect and ±100 for the full control effect; nearly all actives have a fitted effect of over 55% in size
#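 HEK293 cells stably co-expressing a cAMP-responsive luciferase reporter and constitutively active GLP-1R were seeded, incubated 12 h, then exposed to compounds for 24 h at 37 C. Luminescence was read 12 min after detection reagent; inverse agonists lower signal.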
# * hit, by the source's call; i = inactive; ? = inconclusive; nt = no result given; & = joins results of further samples; [ ] = remark or other dose. Unless noted, calls come from the whole dose curve; as a rule, active = well fitted curve in the direction sought with a large enough effect; inconclusive = small, poorly fitted or top-dose-only effect, or another doubt; inactive = no such curve, though single readings can be large; an effect the other way counts as inactive or inconclusive.
1: Cc1ccc(C)c(NC(=O)CN(C)C(=O)c2cc3c(s2)CCCCC3)c1
2: O=C(Nc1cnn(Cc2ccc(Cl)cc2)c1)c1cnccn1
3: O=C(Nc1ccc(C(=O)N2CCCCC2)cc1)c1ccccc1Cl
4: Cc1nn(CC(=O)NNC(=S)NCC2CCCO2)c(C)c1Br (configuration not stated)
5: O=C(NCCCO)C(=O)NCCc1ccc(Cl)cc1
6: COc1cc(OC)c(NC(=O)Cn2c(=O)cc(C(F)(F)F)c3c(C)nn(C)c32)cc1Cl
7: Cc1cc(C)cc(NC(=O)c2ccccc2NC(=O)CCC(=O)O)c1
8: N#Cc1sc2nc(-c3cccs3)cc(-c3ccccc3)c2c1N
Screen / compound no.	1	2	3	4	5	6	7	8
Akt phos inh	i	i	i	i	i	nt	i	i
Abeta yeast res	-12%	-6%	6%	0%	-2%	-15%	-2%	-5%
FUS yeast rescue	6%	47%	nt	6%	-6%	-12%	nt	-15%
D3 antag	-4	24	-6	-4	14	nt	-4	49
aSyn rescue	-3%	-1%	1%	4%	-1%	nt	3%	0%
GLP-1R agonist	-7%	6%	-1%	13%	-7%	nt	-2%	-3%
PTHR1 ag	-24%	i	-16%	i	-5%	i	-20%	-11%
TDP-43 yeast inh	1%	3%	9%	-1%	9%	1%	14%	-8%
GLP1R inv ag	7%	2%	14%	-11%	2%	11%	2%	0%

9: CCCC(=O)Nc1ccc(NC(=O)c2ccccn2)cn1
10: COc1cc2c(cc1OC)C(COc1ccc3c(C)cc(=O)oc3c1)N(C(=O)Cc1ccccc1)CC2 (configuration not stated)
11: Clc1ccc(SCCCN2CCCCC2)cc1
12: CCC(=O)N(Cc1ccco1)c1nc(-c2ccccc2)cs1
13: Cn1nc(C(F)(F)F)c2cc(C(=O)Nc3ccc(F)cc3)sc21
14: COc1ccc(OC)c(CCNC(=O)Cc2ccc(NC(=O)C3=C(C)OCCS3)cc2)c1
15: Cc1ccc(-n2cnc(N)c2C(=O)c2cccc([N+](=O)[O-])c2)cc1
16: Nc1ccc(S(=O)(=O)NNC(=O)C(=O)NNc2ccccn2)cc1
Screen / compound no.	9	10	11	12	13	14	15	16
Akt phos inh	i	nt	i	nt	i	i	i	i
Abeta yeast res	-15%	-4%	10%	7%	-4%	-4%	20%	0%
FUS yeast rescue	-7%	4%	2%	-7%	-9%	-9%	16%	5%
D3 antag	16	nt	-80*	1	-7	?	-18	7
aSyn rescue	1%	nt	7%	nt	4%	-14%	7%	-6%
GLP-1R agonist	-2%	nt	6%	-1%	6%	-4%	-1%	-10%
PTHR1 ag	i	-21%	i	-35%[inhibitor]	i	i	?	-9%[57.5 µM]
TDP-43 yeast inh	2%	4%	-8%	1%	14%	7%	-6%	-5%
GLP1R inv ag	?	27%	-22%	?	?	-15%	-46%	6%

17: COCCNC(=O)c1ccc(NC(C)=O)cc1
18: COc1ccccc1NC1=NC2(CCCC2)N=C(N)N1
19: COC(=O)C1=C(C(=O)OC)[C@@H]2N(C)c3ccc(OC)cc3[C@@]23C[C@@H](C(=O)OC)N=C3N1
20: Cn1cc(S(=O)(=O)N2CCCCCC2)cc1C(=O)N1CCN(c2ccccc2F)CC1
21: O=C(Nc1ccc(CN2CCS(=O)(=O)CC2)cc1)c1ccccc1
22: CCC1S/C(=N/N=C/c2cccs2)NC1=O (configuration not stated)
23: CC(=O)c1cccc(NC(=O)CC2S/C(=N/N=C/c3cccs3)NC2=O)c1 (configuration not stated)
24: COc1ccc(CN2CCC(n3nccc3NC(=O)C3CCCC3)CC2)cc1
Screen / compound no.	17	18	19	20	21	22	23	24
Akt phos inh	i	i	i	nt	i	i	i	i
Abeta yeast res	-3%	9%	-9%	3%	10%	1%	-1%	4%
FUS yeast rescue	1%	7%	0%	13%	-4%	-1%	12%	-12%
D3 antag	0	-7	-5	nt	-17	-18	-6	-19
aSyn rescue	-1%	-9%	1%	nt	-1%	-1%	8%	3%
GLP-1R agonist	-6%	1%	-2%	0%	-5%	17%	1%	14%
PTHR1 ag	-9%[57.5 µM]	i	-3%	i	-12%	i	i	i
TDP-43 yeast inh	4%	5%	-17%	0%	6%	4%	11%	13%
GLP1R inv ag	-6%	4%	1%	8%	15%	11%	8%	-32%

25: O=C1CSC(=S)N1c1ccc(F)c(Cl)c1
26: Cc1ccc(C(=O)NNC(=O)c2ccc(S(=O)(=O)N(C)c3ccccc3)cc2)cc1
27: C(=N\n1cnnc1)/c1ccc(OCc2cccc3ccccc23)cc1
28: Cn1cnnc1SCC(=O)Nc1ccc(Cl)cn1
29: Cc1cc(C(=O)Nc2cccc(O)c2)c(C)o1
30: CC1Cc2ccccc2N1C(=O)CN(C)CC(=O)Nc1cccc(F)c1 (configuration not stated)
31: COc1cc(NC(=O)CN2C(=O)C(C)N(c3ccc(C)cc3)C2=O)cc(OC)c1 (configuration not stated)
32: CN(CC(=O)Nc1ccc2c(c1)OCCO2)S(=O)(=O)c1cccc2cccnc12
Screen / compound no.	25	26	27	28	29	30	31	32
Akt phos inh	i	i	-134%*	i	nt	i	i	i
Abeta yeast res	?	1%	5%	-8%	3%	8%	12%	5%
FUS yeast rescue	-7%	-2%	7%	7%	22%	-17%	20%	0%
D3 antag	-17	3	23	7	32	16	0	0
aSyn rescue	16%	-5%	16%	-3%	-3%	0%	-6%	0%
GLP-1R agonist	-1%	-15%	-13%	8%	0%	16%	1%	4%
PTHR1 ag	-17%	-11%	-28%	i	-4%[57.5 µM]	i	-3%	i
TDP-43 yeast inh	25µM*	-11%	13µM*	-11%	-6%	1%	13%	19%
GLP1R inv ag	?	-4%	2%	-6%	-19%	2%	?	-1%

33: CCCOc1ccc(Br)cc1CSC(=N)N
34: Cc1csc(SCCn2c(N3CCN(c4ccccc4)CC3)nc3c2c(=O)[nH]c(=O)n3C)n1
35: O=C(CCCn1c(=O)c2sccc2n(Cc2ccc(F)cc2Cl)c1=O)NCc1ccc2c(c1)OCO2
36: N#C/C(=C\c1ccc(-c2ccc(C(=O)O)cc2)o1)C(=O)Nc1ccc(F)cc1
37: COc1cccc([C@@H]2CC=C(C(=O)O)[C@H](c3ccc(F)cc3)N2S(=O)(=O)c2ccc(C)cc2)c1
38: CCn1nc(NS(=O)(=O)c2cccc3nonc23)c2cc3ccc(C)cc3nc21
39: COc1ccc(-c2cn[nH]c2N)c(OC)c1
40: O=C(CP(=O)(c1ccccc1)c1ccccc1)Nc1nc2ccccc2s1
Screen / compound no.	33	34	35	36	37	38	39	40
Akt phos inh	i	i	nt	i	i	i	i	i
Abeta yeast res	-1%	-4%	-12%	-4%	-3%	-16%	9%	13%
FUS yeast rescue	4%	4%	-16%	-6%	?	36%	49%	-18%
D3 antag	-1	31	nt	9	-27	?	8	5
aSyn rescue	1%	-9%	nt	1%	-13%	-21%	1%	0%
GLP-1R agonist	0%	1%	nt	10%	-3%	2%	9%	-1%
PTHR1 ag	-28%	-13%[57.5 µM]	i	-18%	-7%	-3%	-6%[57.5 µM]	i
TDP-43 yeast inh	0%	-4%	15%	10%	?	-3%	-6%	17%
GLP1R inv ag	?	3%	8%	27%	-27%	28%	120%[activator]	?

# Brought forward from above: 3 compounds; new compounds follow.
38: CCn1nc(NS(=O)(=O)c2cccc3nonc23)c2cc3ccc(C)cc3nc21
39: COc1ccc(-c2cn[nH]c2N)c(OC)c1
40: O=C(CP(=O)(c1ccccc1)c1ccccc1)Nc1nc2ccccc2s1
41: COC(=O)N[C@@H]1C[C@H]2[C@@H]3CC[C@H]4C[C@@H](OC)CC[C@]4(C)[C@H]3CC[C@@]12C
42: c1ccc(-c2nnc3sc(-c4cc5ccccc5o4)nn23)cc1
43: CCOc1ccc(S(=O)(=O)c2c[nH]c3ccccc3c2=O)cc1
44: O=C(c1cc([N+](=O)[O-])ccc1N1CCCCC1)N1CCc2ccccc21
45: COc1ccccc1NC(=O)c1cc2ccc(O)cc2o/c1=N\O
46: CCOC(=O)C1=CN(Cc2cccc(F)c2)S(=O)(=O)N(CC)C1c1ccc(C(F)(F)F)cc1 (configuration not stated)
47: CCCc1ccc2oc(C(=O)N3CCN(c4cnccn4)CC3)c(C)c2c1
48: COc1ccc(Cc2nnc(SC(C)C(=O)Nc3ccc(F)cc3Cl)o2)cc1 (configuration not stated)
Screen / compound no.	38	39	40	41	42	43	44	45	46	47	48
Akt phos inh	i	i	i	i	i	i	i	i	i	i	i
Abeta yeast res	-16%	9%	13%	-17%	-16%	-3%&-9%	-18%	10%	5%	?	14%
FUS yeast rescue	36%	49%	-18%	34%	26%	9%&30%	27%	20%	3%	33%	5%
D3 antag	?	8	5	18	6	-2	?	-75*	-55*	1	3
aSyn rescue	-21%	1%	0%	-18%	0%	-3%	0%	-4%	0%	8%	-1%
GLP-1R agonist	2%	9%	-1%	13%	27%	12%	7%	4%	-1%	-1%	-3%
PTHR1 ag	-3%	-6%[57.5 µM]	i	-23%	?	-28%	-26%	-10%[57.5 µM]	-35%[inhibitor]	-89%[inhibitor]	i
TDP-43 yeast inh	-3%	-6%	17%	28µM*	-10%	-17%&-7%	-13%[9.22 µM]	-2%	1%	18%	13%
GLP1R inv ag	28%	120%[activator]	?	?	0%	0%&-8%	2µM*	-26%	?	?	8%

# The list is partial. The share of hits here may be higher or lower than overall.
